Assay outcomes: PubChem, several laboratories
CSN inh: blocks human CSN-mediated cullin deneddylation. Q92905. Purified CSN, SCF-Nedd8-OG deneddylation, fluorescence polarization. inhibition, % at 12.5 µM. 360,000 compounds, 0.38% hits. AID 651999;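 active = pattern-corrected inhibition above about 35%, with an unprinted fluorescence ratio check between 0.5 and 1.5, limit read from the data, passing the limit was not always enough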;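 also: 0% = enzyme with substrate and 100% = substrate without enzyme; some results filed as inactive read as strong as hits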
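Schedule: reaction 90 min, room temperature / Assay system: HEK293T-derived human Csn5 enzyme / Input: Csn5 at 0.24 nM final / Measure: inhibition of Csn5 cleavage, % / Control set: substrate-only high control, full reaction low control / Technique: fluorescence polarization of the substrate / Buffer or medium: Tris/NaCl/DTT buffer, pH 7.5 / Reagent: SCFSkp2-Nedd8OG substrate at 10 nM final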
MT1-MMP act inh: blocks activation of human MT1-MMP; P50281; HT1080 RFP-PRO-GFP cells, GFP/RFP ratio fluorescence, overnight; percent of plate control window, DMSO zero; GFP/RFP ratio change, % at 20 µM; 360,000 compounds, 0.061% hits; AID 651647;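 active = GFP/RFP ratio change of at least 30% with cell ATP level not reduced by more than half and red fluorescence within 50% of control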; also: strong numbers were not always called active
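Material: RFP-PRO-GFP reporter HT1080 cells. Dosing: single-point 20 µM compound, 1% DMSO. Controls: DMSO and RFP-L50D-GFP cell wells. Timing: cells overnight before dosing, compound overnight, 37 °C, 5% CO2. Measure: GFP/RFP fluorescence ratio.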
FAS TE block: blocks the thioesterase domain of human fatty acid synthase. P49327. recombinant FAS-TE, OMFH fluorogenic substrate, fluorescence endpoint. inhibition, % at 15 µM. 360,000 compounds, 0.67% hits. AID 602261;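 active = compounds whose normalised, plate-corrected inhibition of enzyme fluorescence in the single-dose primary screen is 50% or more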;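 also: 0% = DMSO with enzyme and 100% = substrate without enzyme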
MsrA act: activators of bovine methionine sulfoxide reductase A. purified bovine MsrA, absorbance read-out. activation, % at 10.6 µM. 360,000 compounds, 0.3% hits. AID 602163; in the data active = activation above about 7.5%;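 also: 0% = vehicle and 100% = reference activator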
MsrA inhibitor: inhibits bovine methionine sulfoxide reductase A; inhibition, % at 15.5 µM; AID 651718; 360,000 compounds, 0.75% hits; purified bovine MsrA, absorbance read-out; in the data active = inhibition above about 4.5%;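 also: 0% = vehicle wells with enzyme and 100% = reference inhibitor wells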
Rpn11 block: Rpn11 (human) deubiquitinase inhibition | O00487 | human 26S proteasome, Ub4-pepOG fluorescence polarization; 20S core pre-blocked with epoxomicin | calls only at 20 µM | 360,000 compounds, 0.59% hits;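 active = inhibition at 20 µM, scaled to each plate's controls, above about 33%, limit read from the data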
Target sequence (O00487 whole entry, looked up): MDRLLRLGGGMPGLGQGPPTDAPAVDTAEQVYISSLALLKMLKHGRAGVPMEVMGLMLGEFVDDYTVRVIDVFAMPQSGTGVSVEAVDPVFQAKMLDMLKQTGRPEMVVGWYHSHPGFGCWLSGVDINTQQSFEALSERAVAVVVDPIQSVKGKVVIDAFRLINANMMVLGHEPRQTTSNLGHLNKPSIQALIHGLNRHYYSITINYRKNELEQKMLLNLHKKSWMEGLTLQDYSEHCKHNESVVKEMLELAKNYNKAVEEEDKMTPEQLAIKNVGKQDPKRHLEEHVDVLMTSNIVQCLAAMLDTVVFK
Rin1-Abl PPI inh: inhibitors of human Rin1-Abl protein interaction. TR-FRET Rin1/Abl binding, biochemical. inhibition, % at 7.35 µM. 360,000 compounds, 0.4% hits; in the data active = inhibition above about 5%, passing the limit was not always enough
PABP1 MLLE inh: inhibitors of microRNA-mediated deadenylation, human PABP1 MLLE binding; inhibition, % at 20 µM; GST-MLLE / FITC-PAM2 fluorescence polarization; 360,000 compounds, 0.36% hits; in the data active = inhibition above about 35%, passing the limit was not always enough;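 also: plate controls were DMSO wells with GST-MLLE for no effect and wells lacking GST-MLLE protein for full effect; some results filed as inactive read as strong as hits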
E coli Lon inh: E. coli protease La inhibition; purified E. coli Lon protease, fluorescence polarization; inhibition, % at 7.94 µM; 360,000 compounds, 0.42% hits; P0A9M0; in the data active = inhibition above about 13%, passing the limit was not always enough;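 also: 0% = enzyme with probe and DMSO and 100% = no enzyme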
Target sequence (P0A9M0 whole entry, looked up): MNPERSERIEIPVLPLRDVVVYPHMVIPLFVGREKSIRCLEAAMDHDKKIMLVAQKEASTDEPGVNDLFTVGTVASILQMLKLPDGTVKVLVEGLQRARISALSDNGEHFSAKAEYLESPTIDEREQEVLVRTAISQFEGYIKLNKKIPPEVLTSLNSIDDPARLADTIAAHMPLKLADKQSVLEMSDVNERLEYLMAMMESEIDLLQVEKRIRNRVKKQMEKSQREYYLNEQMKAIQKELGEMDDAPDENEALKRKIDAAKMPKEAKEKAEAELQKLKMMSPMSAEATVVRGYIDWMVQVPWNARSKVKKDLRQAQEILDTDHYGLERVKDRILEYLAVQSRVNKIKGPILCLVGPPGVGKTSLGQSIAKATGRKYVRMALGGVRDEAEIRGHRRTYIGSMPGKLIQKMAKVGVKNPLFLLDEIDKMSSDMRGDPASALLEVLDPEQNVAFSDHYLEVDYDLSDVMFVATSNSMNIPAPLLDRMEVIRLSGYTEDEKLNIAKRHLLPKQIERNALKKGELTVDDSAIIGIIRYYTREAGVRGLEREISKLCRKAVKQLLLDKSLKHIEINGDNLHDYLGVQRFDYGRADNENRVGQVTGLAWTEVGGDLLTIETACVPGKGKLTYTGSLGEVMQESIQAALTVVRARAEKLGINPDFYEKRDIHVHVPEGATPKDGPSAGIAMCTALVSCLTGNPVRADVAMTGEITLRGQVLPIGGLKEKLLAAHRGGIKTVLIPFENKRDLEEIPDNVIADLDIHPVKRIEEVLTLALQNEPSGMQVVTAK
Starred values were filed as active, the others as inactive; i = inactive; + = active, no number. Compounds were not picked by outcome; about 3.7% have a hit in one of these screens.

Every second line gives: CSN inh | MT1-MMP act inh | FAS TE block | MsrA act | MsrA inhibitor | Rpn11 block | Rin1-Abl PPI inh | PABP1 MLLE inh | E coli Lon inh
1. Cc1ccc2c(c1)C(=O)c1c(C(=O)O)cccc1-2
    -3 | 1 | 0 | -4 | 0.2 | i | -1 | 11 | -10
2. CC(=O)Nc1ccc(NC(=O)N(c2ccccc2)c2ccccc2)cc1
    -2 | -1 | -7 | -6 | -0.9 | i | -2 | 6 | 3
3. COc1cc(C(CC(=O)Nc2cc(C)ccn2)N2Cc3ccccc3C2=O)cc(OC)c1OC (stereo not given)
    -2 | -4 | -6 | -1 | 0.3 | i | 0 | 0 | -6
4. Cc1ccc(CSc2nc3c(c(=O)[nH]2)CCC3)cc1
    8 | 8 | -6 | -3 | 0.3 | i | -1 | 9 | 8
5. O=C1COc2ccc(C(=O)COC(=O)Cc3ccsc3)cc2N1
    0 | 0 | -1 | -4 | 0.7 | i | -1 | -7 | 3
6. O=C(c1cccc(C(=O)N2CCC(O)(c3ccccc3)CC2)c1)N1CCC(O)(c2ccccc2)CC1
    0 | 3 | -3 | -1 | -0.2 | i | 2 | 5 | -6
7. CC(=O)NC(Cc1ccccc1)C(C)=O (stereo not given)
    -3 | 0 | -1 | -3 | -0.9 | i | -3 | 2 | 0
8. CC(C)CCC1(CCNC(C)c2cccs2)CCOC(C)(C)C1 (stereo not given)
    1 | 0 | 2 | -2 | 0.7 | i | 1 | 18 | -7
9. O=C(NC1=NCCS1)c1cccc(NC(=O)c2ccco2)c1
    3 | -4 | -8 | -7 | -0.2 | i | 0 | 23 | 10
10. Cc1ccc(Cn2nc(C)c(NC(=O)c3cc(C)no3)c2C)cc1
    5 | 0 | -5 | -2 | 0.3 | i | -2 | -6 | -9
11. Cc1ccc(N=C2N=C(N)c3ccccc32)c(C)c1
    1 | -7 | -46 | -4 | 1.2 | i | -1 | -42 | -5
12. COc1cccc(C2CC3(CC(C)(C)NC(=S)N3)Oc3cc(O)ccc32)c1 (stereo not given)
    -1 | 17 | -11 | -4 | 0.5 | i | -2 | -131 | -6
13. O=C(Nc1ccc(Cl)cc1)c1ccc(OCC2CCCO2)cc1 (stereo not given)
    1 | -5 | -2 | -3 | 0.2 | i | -1 | 8 | -5
14. Cc1ccc(OCCSc2nc3ccccc3n2CC(=O)O)c(C(C)C)c1
    2 | 5 | 24 | -3 | 0.4 | i | 3 | -2 | 3
15. O=C(NCCN1CCc2ccccc2C1)C1CC(=O)N(C2CCCC2)C1 (stereo not given)
    0 | -3 | -5 | -4 | 0.6 | i | 0 | -12 | 3
16. COc1ccc(N=C2NC(=O)/C(=C/c3ccco3)S2)cc1
    7 | -4 | -1 | -4 | 1.6 | i | 1 | -22 | -12
17. CC(=O)Nc1ccc(-c2ccnc3c2CC(C(=O)NCCC(F)(F)F)O3)cc1 (stereo not given)
    -7 | -4 | -2 | -4 | -0.7 | i | -4 | 4 | -14
18. COc1ccc(OCC(=O)N/N=C\c2ccco2)cc1
    -1 | 1 | -5 | -3 | -0.7 | i | -1 | 1 | -3
19. Cc1ccc(-n2nc(CN3CCOCC3)c(-c3ccccc3)c2N)cc1Cl
    -7 | -5 | 8 | -1 | -0.4 | i | 0 | -1 | -2
20. CCc1cccc2c1NC(=O)[C@]21[C@@H]2C(=O)N(Cc3ccccc3)C(=O)[C@@H]2[C@@H]2CCCN21
    1 | -4 | 3 | -1 | -0.6 | i | 1 | 1 | -14
21. COc1ccc2c(c1)C=C(CN1CCC(CO)(CCc3ccccc3)CC1)CO2
    3 | -4 | 6 | 2 | -0.4 | i | 8 | -11 | -7
22. CCOc1ccc2nc(SC3CC(=O)N(c4ccc(C)cc4)C3=O)sc2c1 (stereo not given)
    1 | 1 | 4 | -5 | 0.2 | i | -2 | -20 | 0
23. Cc1nn(Cc2ccccc2Cl)c(C)c1C(=O)NCC(c1cccs1)N1CCOCC1 (stereo not given)
    -2 | -1 | -5 | -2 | 0.9 | i | 3 | 6 | 1
24. CC(Oc1cccc2cccnc12)C(=O)N/N=C/c1ccc2c(c1)OCO2 (stereo not given)
    -1 | 7 | 6 | -2 | 0.9 | i | 1 | 8 | 0
25. COc1ccc([C@H]2CC(=O)C=C(c3cccc(OC(F)(F)F)c3)C2)cc1
    -5 | 0 | 21 | 1 | 0.5 | i | 0 | -2 | 13
26. Cc1ccc2[nH]cc(S(=O)(=O)c3ccc(C)c(C)c3)c(=O)c2c1
    2 | -3 | -3 | -9 | -1.2 | i | -1 | -3 | -10
27. Cc1ccc(S(=O)(=O)N(Cc2cc3ccccc3[nH]c2=O)CC2CCCO2)cc1 (stereo not given)
    -2 | 2 | -1 | -8 | 0.5 | i | 0 | -5 | 6
28. CCCN1CCN(C(=O)c2ccc(-c3ccc([N+](=O)[O-])cc3)o2)CC1
    2 | 0 | 13 | -5 | 2.3 | i | 1 | 20 | -11
29. S=c1[nH]ncn2c1cc1oc3ccccc3c12
    -4 | 1 | -1 | -3 | -0.3 | i | i | -117 | 5
30. C=CCn1cccc(C(=O)Nc2ccc(F)cc2)c1=O
    1 | 5 | -3 | -1 | 2.0 | i | -3 | 1 | -5
31. Nc1ncnc2c1ncn2[C@@H]1O[C@H](CO)C[C@H]1O
    -4 | 1 | -4 | -7 | -0.9 | i | -3 | 7 | 4
32. Cc1ccc(C2CC(=O)Nc3cc4c(cc32)OCO4)o1 (stereo not given)
    0 | -4 | -4 | -2 | -0.5 | i | 0 | 6 | -5
33. COC(=O)c1cc(S(=O)(=O)N2CCCCC2C)c[nH]1 (stereo not given)
    1 | -2 | -6 | -8 | 0.6 | i | 1 | 2 | 4
34. C=CCC(NCc1ccco1)c1ccc(OC)cc1 (stereo not given)
    2 | 1 | -5 | -1 | 0.5 | i | -2 | 2 | 2
35. O=C(CSc1ccc(Cl)cc1)OCC(=O)N1CCN(c2ccccc2)CC1
    1 | 5 | 8 | -4 | -0.8 | i | 1 | 6 | 0
36. Cc1ccc(-n2c(C)cc(C)c(C#N)c2=O)cc1C
    0 | 1 | -6 | -2 | 0.8 | i | -1 | 1 | 5
37. CCCN1CCc2c(sc(NC(=O)C3CCN(S(=O)(=O)c4cccs4)CC3)c2C(N)=O)C1
    -5 | -135 | 1 | -3 | -0.3 | i | 1 | 4 | -5
38. CCCC(CCC(=O)NC1CCCCC1)C(=O)O (stereo not given)
    -3 | 3 | -5 | -3 | 0.1 | i | -3 | -5 | -6
39. O=C(c1cc2ccccc2o1)N(Cc1nnc(-c2ccccc2Cl)o1)C1CC1
    -1 | 6 | 10 | -4 | 0.2 | i | 0 | -14 | 0
40. CN(C)C(=O)c1cc(F)ccc1Sc1cc(Cl)ccc1Cl
    1 | 1 | -2 | 1 | 1.2 | i | -2 | 2 | 1
41. COc1ccc(CCNC(=O)COC(=O)/C=C/c2ccc3c(c2)OCO3)cc1OC
    -1 | 3 | 3 | -5 | 2.3 | i | -3 | -10 | -4
42. Cc1ccc(C)c(NC(=O)C2CCN(C(=O)c3cccs3)CC2)c1
    1 | -1 | -3 | -2 | -1.7 | i | 3 | 4 | -7
43. Nc1ccn(CC(=O)NCc2ccccn2)c(=O)n1
    -4 | 3 | -14 | -2 | 0.9 | i | -1 | 11 | 6
44. COc1cc(C2=NOC(C(=O)NCc3cccs3)C2)cc(OC)c1OC (stereo not given)
    7 | 18 | -3 | 3 | -1.6 | i | -2 | -2 | 7
45. C/C(=N\NC(=O)c1ccc(Cn2cc([N+](=O)[O-])cn2)o1)c1cccc(NC(=O)c2cccnc2)c1
    5 | 0 | 3 | 0 | 0.0 | i | -2 | -1 | -4
46. Cc1ccc(Nc2nc(C)cc(C)c2C#N)c(C)c1
    4 | 1 | 2 | -3 | 0.1 | i | 3 | 11 | -3
47. NS(=O)(=O)c1ccc(S(=O)(=O)NCCc2ccccc2)cc1
    -1 | 3 | -8 | -1 | 1.2 | i | 5 | 22 | -4
48. CCOc1ccc(-n2nnc3c(=O)n(CC(=O)c4ccccc4)cnc32)cc1
    -5 | 2 | 0 | -1 | 1.0 | i | 1 | -8 | -2
49. Cc1csc(=O)n1CCC(=O)N(C)Cc1c(F)cccc1Cl
    2 | 2 | -6 | -1 | -0.4 | i | 2 | -16 | 5
50. C/C(=N\NC(=O)Cn1nc(C)cc1C)c1ccc([N+](=O)[O-])cc1
    2 | 2 | 0 | 4 | 0.3 | i | -1 | -5 | 6
51. COc1cc(-c2cc(-c3ccc(O)cc3)nc(N)c2C#N)ccc1O
    0 | 8 | 0 | -8 | 2.0 | i | 1 | -2 | -2
52. CC(=O)Oc1ccc(C(=O)Nc2ccc3c(c2)C(=O)N(CCC(=O)O)C3=O)cc1
    -2 | -4 | -6 | -5 | -0.6 | i | -2 | 2 | -6
53. O=[N+]([O-])c1cc(S(=O)(=O)NCCN2CCOCC2)ccc1Cl
    2 | -4 | 0 | -1 | -1.4 | i | -2 | -2 | 5
54. COc1cc(/C=C/C(=O)N2CCOCC2)ccc1OCc1ccccc1
    -18 | 0 | -2 | -5 | 0.3 | i | -5 | 8 | -5
55. CC(C)Oc1ccc(CNC(=O)Cn2c(=O)c3cccn3c3cccnc32)cc1
    -4 | 3 | 19 | -1 | -0.4 | i | 4 | 4 | -6
56. Cc1cc(C(F)(F)F)c2c(C)nn(-c3ccccc3)c2n1
    0 | -2 | 25 | -2 | 0.3 | i | 3 | 8 | 0
57. CC1=C(C(=O)OC2CCCCC2)C(c2cccc([N+](=O)[O-])c2)NC(=O)N1 (stereo not given)
    -2 | 1 | 15 | -1 | 1.4 | i | -1 | 4 | -1
58. CCS(=O)(=O)c1ccc2c(c1)N(S(=O)(=O)c1ccccc1)CC(C(=O)O)O2 (stereo not given)
    0 | -2 | -8 | -3 | 2.8 | i | 1 | -2 | 3
59. COCc1cccc(N2C(=O)CC(C3C=C(C)C4C(=O)N(c5cccc(COC)c5)C(=O)C4C3)C2=O)c1 (stereo not given)
    6 | 0 | 1 | -4 | 0.9 | i | -1 | 9 | 0
60. Oc1ccccc1CNc1cnc2ccccc2c1
    -3 | 1 | -5 | -8 | 0.5 | i | 4 | -1 | 5

Going on with the list:
Every second line gives: CSN inh | MT1-MMP act inh | FAS TE block | MsrA act | MsrA inhibitor | Rpn11 block | Rin1-Abl PPI inh | PABP1 MLLE inh | E coli Lon inh
61. c1ccc2c(CCN3CCNC[C@H]3Cc3cccc4ccccc34)cccc2c1
    1 | 4 | -158 | -4 | 1.8 | i | -1 | -22 | -3
62. O=C(CCN1C(=O)/C(=C\c2cccc(Br)c2)SC1=S)N1CCOCC1
    -2 | -1 | -1 | -4 | -1.2 | i | 1 | 19 | -12
63. CCc1noc(C)c1C(=O)Nc1cc(Cl)ccc1N1CCCC1
    -6 | -1 | 21 | -2 | -0.6 | i | 2 | 7 | -5
64. CCOc1ccc(C(=O)O/N=C(\N)c2ccccn2)cc1
    0 | 4 | -2 | -1 | 0.0 | i | -3 | 9 | 1
65. O=C1N/C(=C/c2ccc(N3CCOCC3)o2)C(=O)N1c1cccc(Cl)c1
    7 | -13 | -9 | -6 | 0.4 | + | -4 | -102 | -10
